MLLE-PAM2 inh = inhibitors of microRNA-mediated deadenylation, human PABP1 MLLE binding. GST-MLLE / FITC-PAM2 fluorescence polarization. inhibition, % at 20 µM. 360,000 compounds, 0.36% hits. AID 588489; in the data active means inhibition above about 35%, passing the limit was not always enough;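 further: plate controls were DMSO wells with GST-MLLE for no effect and wells lacking GST-MLLE protein for full effect; some results filed as inactive read as strong as hits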
Scp1 inh = Scp-1 (human) phosphatase inhibition; Q9GZU7; Recombinant Scp1, phosphopeptide, malachite green phosphate absorbance; inhibition, % at 20 µM; 340,000 compounds, 0.88% hits;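 active means inhibition above about 50% at 20 µM, limit read from the data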;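 further: plate controls were DMSO wells with enzyme for no effect and wells lacking enzyme for full effect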
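System: SCP-1 catalytic domain; Reagent: Phospho 17-mer peptide substrate; Doses: one concentration, 20 µM, with 1.0% DMSO; Incubation: 45 min room-temperature reaction, 5 min colour, 30 min stabiliser; Signal: Phosphate-binding colour reagent, absorbance read at 630 nm.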
NadD inh = inhibitors of Staphylococcus aureus NadD; purified NadD enzyme, colorimetric absorbance read-out; inhibition, % at 20 µM; 360,000 compounds, 0.78% hits; in the data active means inhibition above about 26%; further: some compounds past the cut are filed as inactive
Rpn11 inh = blocks the human proteasome subunit Rpn11. O00487. human 26S proteasome, Ub4-pepOG fluorescence polarization; 20S core pre-blocked with epoxomicin. calls only at 20 µM. 360,000 compounds, 0.59% hits;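 active means inhibition at 20 µM, scaled to each plate's controls, above about 33%, limit read from the data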
LMPTP inh = LMPTP (human) inhibition; inhibition, % at 20 µM; P24666; 360,000 compounds, 0.22% hits; recombinant LMPTP-A, OMFP fluorogenic substrate, fluorescence intensity;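 active means compounds that cut the enzyme signal by at least half of the control window in the single-dose screen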;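 further: plate controls were DMSO wells with enzyme plus substrate for no effect and substrate without enzyme for full effect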
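Assay system: LMPTP-A enzyme. Input: 0.625 nM LMPTP-A final. Probe or stimulus: 400 µM OMFP. Compound dosing: single 20 µM dose. Schedule: 50 min dark incubation at room temperature. Detection: fluorescence intensity of OMFP turnover product. Read-out: percent inhibition versus substrate-only and uninhibited controls. Benchmarks: no-enzyme low control, uninhibited high control.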
STEP inh = blocks human striatal-enriched tyrosine phosphatase; P54829; AID 588621; recombinant STEP, OMFP fluorogenic substrate, fluorescence; 360,000 compounds, 0.25% hits; inhibition, % at 20 µM;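 active means inhibition at 20 µM, scaled per plate between control wells, above about 37%, limit read from the data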;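 further: 0% = DMSO with enzyme and substrate and 100% = substrate only without enzyme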
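Also added – OMFP at 25 µM · Test system – STEP tyrosine phosphatase · Technique – FITC-channel fluorescence of OMFP product · Schedule – 20 min at room temperature, dark · Evaluation – control-normalized % inhibition with plate pattern correction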
CSN inh = blocks human CSN-mediated cullin deneddylation; Q92905; Purified CSN, SCF-Nedd8-OG deneddylation, fluorescence polarization; inhibition, % at 12.5 µM; 360,000 compounds, 0.38% hits; AID 651999;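 active means pattern-corrected inhibition above about 35%, with an unprinted fluorescence ratio check between 0.5 and 1.5, limit read from the data, passing the limit was not always enough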;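 further: 0% = enzyme with substrate and 100% = substrate without enzyme; some results filed as inactive read as strong as hits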
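assay system = purified human Csn5 enzyme expressed in HEK293T cells | amount = 0.24 nM enzyme | buffer or medium = Tris/NaCl/DTT buffer, pH 7.5 | reagent = 10 nM SCFSkp2-Nedd8OG | compound = one concentration, 12.5 µM, 0.25% DMSO | times = 90 min reaction at room temperature | signal = FP | read-out basis = % inhibition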
TbMetRS inhib = blocks T. brucei methionyl-tRNA synthetase activity; purified T. brucei MetRS, ATP depletion, Kinase-Glo luminescence; inhibition, % at 11.9 µM; 360,000 compounds, 0.4% hits;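 active means inhibition above a per-plate cutoff of the control wells' mean inhibition plus 3 SD, cut at about 5.5% in these data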;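 further: 0% = DMSO wells median and 100% = median of wells with control inhibitor compound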
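Measured by: Kinase-Glo luciferase luminescence reporting remaining unconsumed ATP. Material: purified T. brucei MetRS enzyme. Doses: 11.9 µM compound single dose, 0.9% DMSO. Medium: HEPES buffer containing pyrophosphatase, BSA, spermine, DTT. Times: 15 min preincubation, 2 h reaction, all 25 °C. Reagent: methionine, ATP and bulk E. coli tRNA.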
DNMT1 block = DNMT1 (human) enzyme inhibition. DNMT1 molecular beacon, Hinp1I cleavage, fluorescence. inhibition (reported as % activation of signal), % at 10 µM. 360,000 compounds, 0.83% hits; in the data active means inhibition above about 50%
Target sequence (P26358 504-1616 limits assumed): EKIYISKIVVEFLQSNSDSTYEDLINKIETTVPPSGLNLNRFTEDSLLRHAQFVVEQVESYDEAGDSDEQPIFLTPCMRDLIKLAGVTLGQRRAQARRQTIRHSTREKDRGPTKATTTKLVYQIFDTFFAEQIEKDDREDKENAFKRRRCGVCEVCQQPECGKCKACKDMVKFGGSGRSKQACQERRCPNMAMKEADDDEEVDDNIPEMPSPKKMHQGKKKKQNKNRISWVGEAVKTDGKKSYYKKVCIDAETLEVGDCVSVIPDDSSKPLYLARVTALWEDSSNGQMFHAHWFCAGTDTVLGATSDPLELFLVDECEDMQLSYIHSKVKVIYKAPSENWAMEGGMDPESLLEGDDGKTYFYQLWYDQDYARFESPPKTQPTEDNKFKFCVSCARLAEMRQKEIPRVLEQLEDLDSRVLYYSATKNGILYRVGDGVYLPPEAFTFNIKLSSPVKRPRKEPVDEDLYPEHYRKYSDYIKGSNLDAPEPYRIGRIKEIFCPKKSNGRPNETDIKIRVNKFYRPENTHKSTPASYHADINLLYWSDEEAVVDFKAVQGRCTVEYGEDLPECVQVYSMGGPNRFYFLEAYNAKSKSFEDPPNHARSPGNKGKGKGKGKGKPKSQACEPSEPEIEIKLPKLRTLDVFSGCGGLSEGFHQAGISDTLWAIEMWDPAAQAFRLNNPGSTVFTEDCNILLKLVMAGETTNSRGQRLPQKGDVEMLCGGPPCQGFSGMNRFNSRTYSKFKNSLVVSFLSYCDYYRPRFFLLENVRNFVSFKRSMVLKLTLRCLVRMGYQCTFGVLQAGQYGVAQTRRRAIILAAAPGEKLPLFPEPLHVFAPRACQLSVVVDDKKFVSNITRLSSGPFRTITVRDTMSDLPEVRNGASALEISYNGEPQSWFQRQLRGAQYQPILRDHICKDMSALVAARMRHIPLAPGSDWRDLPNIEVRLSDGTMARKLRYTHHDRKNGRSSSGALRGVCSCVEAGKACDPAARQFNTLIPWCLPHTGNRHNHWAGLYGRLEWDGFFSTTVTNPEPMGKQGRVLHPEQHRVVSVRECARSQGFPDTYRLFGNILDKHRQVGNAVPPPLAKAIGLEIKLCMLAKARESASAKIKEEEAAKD
SUMO1 PPI mod = SUMO1-SIM interaction modulation; SUMO1 binding to a labelled peptide, TR-FRET, 1 h; P63165; AID 602429; inhibition, % at 20 µM; 360,000 compounds, 0.33% hits; in the data active means inhibition above about 37%
* marks the source's active call; other numbers are inactive results; i = inactive; · = not tested or not shown.

SMILES	MLLE-PAM2 inh	Scp1 inh	NadD inh	Rpn11 inh	LMPTP inh	STEP inh	CSN inh	TbMetRS inhib	DNMT1 block	SUMO1 PPI mod
CC1OC1c1ccc(-c2ccc(C3OC3C)cc2)cc1 (stereo not given)	-7.1	1.9	-0.7	i	-1.4	0.4	-0.1	-0.3	3.7	-3.0
O=C(NCc1ccc2c(c1)OCO2)c1cc(Cl)ccc1Cl	-4.0	-4.7	-3.3	i	1.7	2.3	-0.7	-0.1	-2.6	-2.6
CC(=O)N1CC(C)Sc2ccc(S(=O)(=O)NCc3ccccc3Cl)cc21 (stereo not given)	5.9	-8.0	-3.8	i	0.4	-3.3	4.2	0.1	-3.2	7.2
O=C(O)c1ccc(/C=N/N2CCN(C3c4ccccc4-c4ccccc43)CC2)cc1	-4.7	2.5	5.6	i	2.2	1.3	5.8	-0.8	-2.7	-7.3
COc1ccc(/C(C)=N/NC(=O)c2cc(-c3cccnc3)nc3ccccc23)cc1	-4.2	-3.7	1.5	i	-1.3	-2.3	3.1	-0.2	-2.9	5.1
O=c1c2ccccc2nc(-c2ccoc2)n1CCc1ccccc1	-10.1	-2.2	9.7	i	0.5	1.6	-2.0	-0.8	-1.0	0.5
O=S1(=O)C=C(Oc2ccc(F)cc2)c2ccccc21	9.4	-4.3	-0.5	i	-1.5	12.8	-2.2	-0.7	0.1	-0.8
COc1cc(C(=O)COC(=O)Cc2cnc3sccn23)cc(OC)c1OC	-10.7	-2.2	-0.3	i	0.2	-1.4	7.8	-0.2	-0.6	-3.7
Cc1ccc(NS(=O)(=O)c2cc(NC(=O)c3cc(=O)[nH]c(=O)[nH]3)ccc2Cl)c(C)c1	-13.9	-4.1	8.3	i	0.6	-0.3	1.7	0.8	-4.5	7.0
CC(C)N=C(N)N=C(N)Nc1ccc(Cl)cc1	-8.4	-14.5	1.0	i	-1.4	-0.2	-6.5	2.0	7.4	-4.9
NC(c1csc(NC(=O)Nc2cccc(Cl)c2)n1)C1CCCCC1 (stereo not given)	2.9	·	10.2	i	-0.7	2.8	-0.2	0.7	-3.6	-65.6
O=C(NC(=S)Nc1ccc(NC(=O)c2ccccc2)cc1)c1ccc(F)cc1	33.0	-3.5	1.6	i	1.7	0.6	-1.8	-0.8	0.1	7.4
Cc1cc(C)n2cnnc2n1	-18.4	-9.8	0.1	i	-1.8	-4.1	-2.0	-0.3	0.6	0.1
Cc1noc(C)c1COC(=O)c1cc2c(C)nn(-c3ccc(F)cc3)c2s1	3.6	3.3	-0.5	i	0.9	-0.3	7.3	0.1	3.0	0.3
Cn1c(C=O)c(C#Cc2ccccc2)c2ccccc21	-7.8	-14.2	0.6	i	3.8	0.6	-1.3	-0.2	-3.3	-6.4
CCN(CC)C(=O)CSc1nc(-c2ccccc2)ccc1C#N	-3.5	7.4	-2.5	i	0.8	-2.5	0.2	-0.4	2.7	-4.3
CCCC1=Nc2cc(C(=O)NCCCN3CCN(C)CC3)ccc2Sc2ccccc21	8.2	-7.9	-14.3	i	-9.3	-3.4	-0.6	0.1	-2.5	-6.6
COc1ccccc1NS(=O)(=O)c1cc(NC(=O)c2cc3ccccc3oc2=O)ccc1C	-4.0	-10.1	14.4	i	0.2	0.3	-1.3	-0.9	-2.1	-1.9
Cc1ccccc1NC(=O)NCCCN1CCCC1	-7.1	-11.5	-0.2	i	1.0	0.0	2.1	-1.0	-3.3	4.7
CC1CC(C)CN(C(=O)C2CC(=O)N(c3ccc4c(c3)OCCO4)C2)C1 (stereo not given)	-0.3	10.4	2.3	i	-1.5	-3.4	0.2	-0.1	-1.1	3.2
O=C(O)CCCCCNC(=O)CSc1nnc(-c2ccco2)n1-c1ccccc1	2.4	-7.5	-1.7	i	-1.3	1.2	1.6	0.1	0.6	-2.0
CNC(=O)c1c(Cl)cnn1-c1ccccc1	1.2	-8.4	-1.5	i	0.2	-3.8	1.7	-1.0	-3.7	-12.5
Cc1ccsc1CN1CCC(C(=O)NCc2ccccc2Cl)CC1	8.2	-7.8	-1.3	i	-2.5	-3.1	-4.8	0.9	-2.7	-1.3
CCOCCCNC(=O)C(NC(=O)CNC(C)=O)c1ccc(Cl)cc1 (stereo not given)	6.2	-13.1	-4.8	i	-1.1	1.1	2.4	-0.7	0.1	-1.3
Cc1ccc(S(=O)(=O)Nc2cccc(C(=O)N3CCCC3)c2)cc1F	-5.7	1.8	0.5	i	0.4	-2.4	1.2	-0.4	1.5	-0.9
CCN(CC)c1nc(N)c2c(N)nc(OC)cc2c1C#N	-27.7	-4.4	-0.1	i	20.8	8.3	19.3	-0.2	81.4*	52.3*
Cc1cccc2c3nc4ccccc4nc3n(CCCN3C(=O)c4ccccc4C3=O)c12	9.1	-4.4	2.5	i	2.9	-1.5	-2.2	-0.1	-16.7	-12.8
Cc1c(CC(=O)N2CCC(C(=O)O)CC2)c(=O)oc2cc3c(cc12)CCC1(CCCCC1)O3	-3.7	-1.3	6.8	i	0.0	5.1	1.1	-2.4	0.8	3.1
CCN=C1SC(CC(=O)NCCc2ccc(OC)c(OC)c2)C(=O)N1CC (stereo not given)	-1.2	-3.3	7.1	i	-0.3	2.1	1.1	-0.4	1.9	-0.8
CCOC(=O)c1cnc(-n2nc(C)cc2C)nc1NC	-6.8	-10.3	-3.2	i	-0.6	-1.8	2.7	-1.1	-1.9	4.8
CC(=O)Nc1cc(-c2ccccc2N(C)C)cn2c(-c3ccc(S(C)(=O)=O)cc3)cnc12	190.7	·	8.5	i	2.0	-21.5	-74.9	-0.1	189.0*	-24.0
CCCC(=O)OCCn1c(Br)nc2c1c(=O)[nH]c(=O)n2C	3.8	2.8	-1.2	i	-2.6	-1.7	-0.1	-1.4	1.6	2.9
O=C(NCc1cccnc1)Nc1ccccc1F	0.0	0.3	-2.1	i	-1.0	-2.5	2.5	0.8	0.3	3.1
O=C(CN1CCCC1)NC(c1ccccc1)c1ccccc1	0.7	-9.5	-3.3	i	-3.7	-1.6	1.0	-0.4	-0.1	4.9
O=C(CSc1nc2ccccc2[nH]1)Nc1ccccc1N1CCOCC1	-30.4	5.2	4.9	i	-1.0	0.5	-0.7	0.2	-11.4	-0.2
CCOCc1nnc(NC(=O)CSc2ccc(C)cc2)s1	14.4	-8.1	-5.0	i	-0.2	6.7	3.2	-0.5	-1.1	1.6
CC(C)NC(=O)COC(=O)c1ccc(O)cc1	-4.1	0.2	2.5	i	-0.6	-0.3	-0.8	0.1	4.9	2.6
Cc1cc(C)n(CC(O)COc2ccccc2C)n1 (stereo not given)	3.8	3.5	-6.0	i	-1.5	1.7	1.1	1.9	-1.4	-3.7
S=c1[nH]cc2cnccn12	69.5*	·	-2.7	i	-2.6	1.2	-2.9	-0.1	0.6	-6.5
Cc1nc(N)sc1-c1csc(Nc2cccc(C(=O)O)c2)n1	-27.7	-0.6	7.0	i	1.1	5.8	10.7	0.0	4.3	25.4
Cc1cc(C)nc(NS(=O)(=O)c2ccc(NC(=O)Nc3ccccc3)cc2)n1	4.0	-7.3	1.4	i	-0.2	-4.7	-15.2	13.3*	-1.9	7.9
COC(=O)CC1=NN(c2ccc(OC)cc2)C(=O)/C1=C\c1ccc(Cl)cc1	18.4	-3.7	21.3	i	1.9	-1.6	-3.7	-0.1	-15.1	6.8
COc1ccc2[nH]c(=O)c(CN(c3ccc(C)c(C)c3)S(C)(=O)=O)cc2c1	3.0	2.7	3.3	i	-0.3	2.3	3.0	-0.8	2.1	6.0
CCCCCC(=O)Nc1ccc(C(=O)COC(=O)c2ccccn2)cc1	-8.0	-2.8	2.2	i	0.0	1.9	-0.7	-0.3	-3.1	1.0
COc1ccc(-n2nnnc2SCC(=O)Nc2ccccc2N2CCOCC2)cc1OC	-10.2	-3.4	1.5	i	-1.2	-1.3	1.7	-0.9	3.6	1.5

Exported bar-delimited: 2 of the compounds above
SMILES | MLLE-PAM2 inh | Scp1 inh | NadD inh | Rpn11 inh | LMPTP inh | STEP inh | CSN inh | TbMetRS inhib | DNMT1 block | SUMO1 PPI mod
Cc1cc(C)n(CC(O)COc2ccccc2C)n1 (stereo not given) | 3.8 | 3.5 | -6.0 | i | -1.5 | 1.7 | 1.1 | 1.9 | -1.4 | -3.7
COc1ccc2[nH]c(=O)c(CN(c3ccc(C)c(C)c3)S(C)(=O)=O)cc2c1 | 3.0 | 2.7 | 3.3 | i | -0.3 | 2.3 | 3.0 | -0.8 | 2.1 | 6.0

The results go on.
SMILES	MLLE-PAM2 inh	Scp1 inh	NadD inh	Rpn11 inh	LMPTP inh	STEP inh	CSN inh	TbMetRS inhib	DNMT1 block	SUMO1 PPI mod
Cc1cc(C)c[n+](CC(=O)c2c(C)cc(C)c([N+](=O)[O-])c2C)c1	-7.1	-5.1	-2.0	i	-2.5	-0.9	0.9	-0.5	-1.6	4.7
Cc1cc(C)nc(N2CCC(C(=O)NCc3ccccc3F)CC2)n1	16.8	-3.9	-4.9	i	0.4	0.4	-3.6	-0.1	2.9	4.5
Cc1ccc(S(=O)(=O)N2[C@@H](c3ccc(C(C)(C)C)cc3)C(C(=O)O)=CC[C@H]2c2ccc(C(C)C)cc2)cc1	2.0	8.2	51.2*	i	3.8	1.7	29.7	-0.7	58.2*	30.6
O=C(NCCN1Cc2ccccc2C1=O)c1cccs1	5.9	8.8	4.9	i	0.0	-2.2	-0.1	-1.7	3.4	3.0
CCOc1cc(/C=N/N=C/c2ccc(O)c(OCC)c2)ccc1O	-37.8	-13.1	-5.1	i	-0.6	-3.4	-1.8	-0.8	-1.7	-2.4
O=[N+]([O-])c1ccccc1C=CC=NN=Cc1ccccc1O	4.6	-0.3	6.6	i	2.2	0.9	-1.8	-0.4	5.3	-13.9
CCOC(=O)C1=C(Cc2ccc(Cl)cc2)C(=O)c2ccccc2C1=O	14.8	-13.0	-1.3	i	3.2	-3.2	7.4	-0.2	-18.8	18.7

Some entries already given, reduced to LMPTP inh and DNMT1 block:
Molecule | LMPTP inh | DNMT1 block
CC1OC1c1ccc(-c2ccc(C3OC3C)cc2)cc1 (stereo not given) | -1.4 | 3.7
O=C(NCc1ccc2c(c1)OCO2)c1cc(Cl)ccc1Cl | 1.7 | -2.6
CC(=O)N1CC(C)Sc2ccc(S(=O)(=O)NCc3ccccc3Cl)cc21 (stereo not given) | 0.4 | -3.2
O=C(O)c1ccc(/C=N/N2CCN(C3c4ccccc4-c4ccccc43)CC2)cc1 | 2.2 | -2.7
COc1ccc(/C(C)=N/NC(=O)c2cc(-c3cccnc3)nc3ccccc23)cc1 | -1.3 | -2.9

Assay outcomes: PubChem, several laboratories

Not a hit list; about 3.6% have a hit in one of these screens.
